LYP inhibition: inhibitors of LYP phosphatase, biochemical, fluorescence intensity, uHTS (AID 1779). Tyrosine-protein phosphatase non-receptor type 22 (Homo sapiens). recombinant LYP phosphatase, fluorescence intensity; higher % means a stronger effect. inhibition, % at 11.5 µM, or IC50 in µM where a hit was titrated. 290,000 compounds, 0.054% hits;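 further: plate controls were vehicle with enzyme for no effect and no enzyme for full effect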
M17LAP inhibition: P. falciparum M17LAP inhibitors, primary screen, biochemical, fluorogenic H-Leu-NHMec substrate, 1536-well (AID 1619); recombinant M17LAP, H-Leu-NHMec fluorogenic kinetic assay; higher % means a stronger effect; one-dose inhibition, % at 30 µM; IC50 in µM for titrated hits; 220,000 compounds, 0.38% hits;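 active means compound inhibiting the enzyme by more than half at any dose during confirmatory dose-response retesting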;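 further: plate controls were full reaction with DMSO carrier for no effect and no enzyme background for full effect; strong numbers were not always called active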
human PMI inhibitors: human PMI inhibitors, high substrate, primary screen, biochemical, fluorescence intensity, high mannose 6-phosphate (AID 1220). inhibition, % at 20 µM, or IC50 in µM where a hit was titrated. 190,000 compounds, 0.66% hits. Mannose-6-phosphate isomerase (Homo sapiens). recombinant PMI enzyme, coupled fluorescence intensity; higher % means a stronger effect
Dynein cargo inh: inhibitors of GR-EGFP nuclear translocation, primary screen, dynein cargo transport inhibitor project, imaging, high-content, 3617.4 mouse cells; test concentration mostly 20 µM; stimulated with dexamethasone, 1 µM; hits give low values; z-score, hits read low; 220,000 compounds, 0.47% hits; AID 1381, 2008;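 active means plate z-score of nuclear minus cytoplasmic receptor signal below a set negative limit, without overly bright fluorescence or cell loss, cut at about -3.5 in these data, passing the limit was not always enough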;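 further: z-score of nuclear minus cytoplasmic ring GR-EGFP intensity difference per well; some compounds called inactive have numbers as strong as hits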
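Buffer or medium: tet-free, stripped-serum medium; reagent: dexamethasone at 1.0 µM final, 30 min; incubation: 48 h induction, 1 h compound, 30 min dex at 37 °C; measured by: formaldehyde fixation, Hoechst nuclear stain, 10x automated fluorescence imaging; read-out: nuclear-to-cytoplasmic GR-EGFP distribution per well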
human PMI inhibition: inhibitors of human PMI, primary screen, biochemical, fluorescence intensity, coupled assay (AID 1209) | Mannose-6-phosphate isomerase (Homo sapiens) | purified PMI enzyme, coupled fluorescence intensity; higher % means a stronger effect | one-dose inhibition, % at 20 µM; IC50 in µM for titrated hits | 190,000 compounds, 0.42% hits;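 further: plate controls were DMSO vehicle for no effect and wells lacking substrate for full effect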
SIAH1 antagonists: Siah-1 peptide-binding antagonists, primary screen, biochemical, fluorescence polarization, rhodamine-plectin, uHTS (AID 1817) | E3 ubiquitin-protein ligase SIAH1 (Homo sapiens) | Siah-1 / rhodamine-plectin peptide fluorescence polarization; higher % means a stronger effect | one-dose displacement, % at 20 µM; IC50 in µM for titrated hits | 290,000 compounds, 0.02% hits;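 active means displacement of at least 50% at 20 µM, with a fluorescence ratio check between 0.3 and a set limit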;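 further: plate controls were Siah plus tracer with DMSO for no effect and tracer alone without Siah for full effect; strong numbers were not always called active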
P. falciparum M1AAP: P. falciparum M1AAP inhibitors, biochemical, fluorogenic H-Leu-NHMec substrate, 1536-well (AID 1445); Aminopeptidase N (Plasmodium falciparum (isolate 3D7)); recombinant M1AAP, H-Leu-NHMec fluorogenic kinetic assay; higher % means a stronger effect; one-dose inhibition, % at 30 µM; IC50 in µM for titrated hits; 220,000 compounds, 0.42% hits;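 active means primary inhibition above the hit cutoff, then over 50% inhibition at one or more dose response concentrations, cut at about 23% in these data, passing the limit was not always enough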;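 further: plate controls were DMSO full reaction for no effect and no enzyme background for full effect; strong numbers were not always called active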
XIAP antagonists: XIAP antagonists, biochemical, IAP family, fluorescence polarization (AID 1018). 200,000 compounds, 0.007% hits. E3 ubiquitin-protein ligase XIAP (Homo sapiens). XIAP BIR domain, fluorescence polarization peptide displacement; higher % means a stronger effect. displacement, % at 20 µM, or IC50 in µM where a hit was titrated; in the data active means displacement above about 50%; further: a part of the inactive calls stands beside numbers as strong as those of hits
AID2073: inhibitors of Mint1-CaV2.2 protein interaction, biochemical, HTRF (AID 2073) | HTRF protein-protein interaction, Mint1-CaV2.2; higher % means a stronger effect | 290,000 compounds, 0.19% hits | inhibition, % at 20 µM, or IC50 in µM where a hit was titrated; in the data active means inhibition mostly above about 51%, no sharp cut-off; further: some results filed as inactive read as strong as hits
Dynein cargo inh cytoplasmic EGFP: second read-out of Dynein cargo inh, no call of its own (marks repeat the call); z-score; measured here: cytoplasmic GR-EGFP intensity; hits give high values
Dynein cargo inh nuclear GR-EGFP: recorded beside Dynein cargo inh, whose call it bears; z-score; measured here: nuclear GR-EGFP intensity;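 lower value marks the stronger effect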
Dynein cargo inh cell count: second read-out of Dynein cargo inh, no call of its own (marks repeat the call); z-score; measured here: cell count per field
Active calls of the source: *; . = no result given. Unless noted, no stated cut-off is given here; in the data, active means inhibition above about 50%; inactive means the rest. An unsorted share of the library; about 2.1% have a hit in one of these screens.

SMILES	LYP inhibition	M17LAP inhibition	human PMI inhibitors	Dynein cargo inh	Dynein cargo inh cytoplasmic EGFP	Dynein cargo inh nuclear GR-EGFP	Dynein cargo inh cell count	human PMI inhibition	SIAH1 antagonists	P. falciparum M1AAP	XIAP antagonists	AID2073
Cc1ccc(N2C(=O)C3C4C=CC(CNC(=S)N5CCN(c6ccccc6)CC5)(O4)C3C2=O)cc1 (stereo unspecified)	-4%	-2%	-33%	-0.43	-0.31	0.28	0.45	-20%	5%	10%	-6.1%	46%
Cc1c(C)c(C)c(S(=O)(=O)n2[nH]c(=O)c(CCO)c2C)c(C)c1C	1%	-1%	-3%	-0.39	-0.29	0.095	0.08	-10%	-3%	4%	-5.0%	-9%
Cc1ccc(C(=O)OCC(=O)NCCC2=CCCCC2)cc1N	-2%	5%	5%	-1.2	-0.2	-0.63	0.99	0%	5%	4%	-1.5%	-6%
O=C(Cc1cccs1)NNC(=O)c1ccc(F)cc1	-5%	36%	0%	0.14	-0.0089	0.37	-0.53	10%	5%	-1%	-32%	-5%
CC1/C(=N/O)CC(c2ccco2)NC1c1ccco1 (stereo unspecified)	2%	2%	-17%	-0.8	-0.27	0.4	0.16	-7%	-2%	8%	-7.9%	6%
O=C(NCCC1=CCCCC1)C1CCC(CNc2c(N3CCCCC3)c(=O)c2=O)CC1 (stereo unspecified)	-1%	0%	.	-0.57	-0.25	0.041	0.56	.	0%	2%	.	-14%
CC1=C(C)NC(=S)SC1	-9%	13%	-3%	-0.66	-0.2	-0.35	0.95	-2%	1%	7%	-5.5%	26%
Cc1c(Cl)cccc1NC(=O)CCC(=O)NNC(=O)CCC(=O)O	-6%	8%	8%	0.68	-0.26	0.8	-0.044	4%	6%	-11%	-6.8%	-1%
CC(C)[C@H](NC(=O)c1ccco1)C(=O)NC12CC3CC(CC(C3)C1)C2	-11%	-3%	4%	0.39	-0.3	0.68	0.62	4%	0%	1%	-4.3%	-5%
COc1ccccc1-c1nnc(SC(C(=O)c2c[nH]c3ccccc23)c2ccccc2)n1C (stereo unspecified)	12%	7%	24%	-0.64	-0.21	-0.34	0.67	18%	4%	9%	-7.7%	10%
CCn1c(SCC(=O)N2CCN(c3ccccc3)CC2)nnc1-c1cc2cc(Cl)ccc2o1	2%	5%	12%	0.91	-0.25	-0.27	0.69	13%	4%	-4%	-5.4%	5%
O=[N+]([O-])c1ccc(N/N=C/c2ccccc2)c(F)c1	-3%	13%	-6%	-0.4	0.96	-0.15	0.28	3%	3%	1%	-6.5%	-14%
Cc1cc(NC(=O)CCC(=O)N(c2ccccc2)C(C(=O)NC2CCCC2)c2cccs2)no1 (stereo unspecified)	6%	-6%	0%	-0.37	-0.33	-0.14	0.32	2%	-1%	3%	-0.2%	-2%
CC(=O)N1CCN(Cc2nc3scc(-c4ccccc4)c3c(=O)[nH]2)CC1	2%	9%	5%	-0.58	-0.15	-0.19	-0.3	4%	2%	4%	-19%	20%
O=C(O)c1cc([N+](=O)[O-])ccc1Nc1ccccc1	3%	29%	-8%	-0.22	-0.0072	-0.31	-0.37	0%	-1%	7%	-4.9%	18%
Cc1nc2nc[nH]c2cc1Br	-7%	-1%	-7%	-0.9	0.99	0.11	0.27	-6%	-6%	1%	-2.9%	-18%
Cc1ccccc1OCC(=O)N/N=C/c1ccc([N+](=O)[O-])o1	-12%	-1%	-18%	-0.62	0.058	-0.27	1	8%	-5%	3%	-6.8%	6%
CCO[C@H]1OC(C(=O)Nc2ccccc2)=C[C@@H](c2ccc(C(F)(F)F)cc2)[C@@H]1CCCO	3%	-4%	26%	-0.7	-0.29	-0.17	0.07	30%	2%	0%	-6.8%	-23%
O=C(O)CC1C(=O)NCCN1CCCc1ccccc1 (stereo unspecified)	-6%	10%	9%	0.34	0.13	0.36	-0.54	10%	14%	2%	-0.9%	0%
COc1ccccc1-n1c(SCC(=O)NC(C)(C)C)nnc1-c1ccco1	-10%	9%	-1%	1.9	-0.23	-0.099	-0.35	-2%	-7%	1%	-5.7%	-4%
Cc1cc(NS(=O)(=O)c2ccc(NC(=O)c3cnc4scc(C)n4c3=O)cc2)nc(C)n1	-3%	23µM*	-6%	-0.24	-0.15	-0.012	0.13	-4%	-3%	21%	-6.7%	20%
CCCCCCOC(=O)c1ccccc1NC(=O)/C=C/C(=O)O	-8%	17%	9%	-1.7	0.16	-0.9	0.68	12%	0%	6%	-2.5%	-3%
COc1ccc(C(=O)N(C)c2c(C)n(C)n(-c3ccccc3)c2=O)cc1OC	-3%	-2%	4%	0.65	-0.14	0.27	-1.2	4%	-3%	3%	-3.8%	2%
NC(=S)Nc1ccc2c(c1)OCO2	-3%	-9%	2%	1.3	-0.29	0.96	-0.3	-4%	15%	-2%	-2.7%	-13%
Clc1ccc(Oc2nc(N3CCOCC3)nc(N3CCOCC3)n2)cc1	-1%	16%	3%	-0.61	-0.25	-0.45	1.4	15%	4%	10%	-7.7%	1%

Carrying on.
SMILES	LYP inhibition	M17LAP inhibition	human PMI inhibitors	Dynein cargo inh	Dynein cargo inh cytoplasmic EGFP	Dynein cargo inh nuclear GR-EGFP	Dynein cargo inh cell count	human PMI inhibition	SIAH1 antagonists	P. falciparum M1AAP	XIAP antagonists	AID2073
CN(C)C(=O)c1c(NC(=O)c2ccco2)sc2c1CCCCC2	-4%	20%	14%	-0.089	-0.26	-0.2	0.86	12%	-1%	17%	-16%	-22%
CN1CCN(/N=C/c2c3ccccc3c(Cl)c3ccccc23)CC1	0%	3%	12%	1.3	0.053	-0.039	-0.11	-2%	-8%	1%	-4.9%	32%
O=C(NC(=S)Nc1ccccc1[N+](=O)[O-])c1ccco1	0%	11%	23%	1.7	-0.17	0.71	-1.1	20%	0%	4%	-9.6%	19%
O=C(NCCCN1CCCC1)c1cccc(N2CCCC2=O)c1	-7%	3%	-10%	0.24	-0.21	0.85	-0.32	-4%	-8%	3%	2.2%	0%
O=C(Cc1nnc(NC(=O)c2ccccc2)s1)N/N=C/c1ccco1	7%	21%	-3%	0.32	-0.1	0.12	0.31	2%	23%	16%	-3.4%	47%
CC1=C(C(=O)NC2CCC(C)CC2)C2(CCC(C)CC2)OC1=O (stereo unspecified)	-1%	-4%	10%	0.55	-0.19	0.49	-0.54	5%	9%	0%	-3.9%	2%
CCCCn1c(SCC(=O)Nc2nnc(CC)s2)nc2c1c(=O)n(C)c(=O)n2C	-8%	1%	9%	0.97	-0.38	0.2	0.19	-12%	-1%	0%	3.5%	-6%
O=C(COc1cccnc1[N+](=O)[O-])Nc1ccc(S(=O)(=O)N2CCOCC2)cc1	-3%	-1%	-8%	2.2	-0.21	1.1	-0.001	-8%	10%	0%	-5.0%	1%
CC1=CC=CN2C1=NC(=O)CC2(C)C(=O)N(CC(=O)NC1CCCC1)c1cc(C)cc(C)c1 (stereo unspecified)	-14%	-26%	-6%	-0.6	-0.2	-0.23	0.71	-8%	2%	9%	-3.1%	9%
CCc1ccc(OCC(=O)NC(NC(=S)Nc2ccccc2C)C(Cl)(Cl)Cl)cc1 (stereo unspecified)	-1%	16%	-6%	0.26	0.096	0.29	-0.21	8%	-1%	4%	1.9%	-12%

Fetched one by one from above, six records:
SMILES	LYP inhibition	M17LAP inhibition	human PMI inhibitors	Dynein cargo inh	Dynein cargo inh cytoplasmic EGFP	Dynein cargo inh nuclear GR-EGFP	Dynein cargo inh cell count	human PMI inhibition	SIAH1 antagonists	P. falciparum M1AAP	XIAP antagonists	AID2073
COc1ccc(C(=O)N(C)c2c(C)n(C)n(-c3ccccc3)c2=O)cc1OC	-3%	-2%	4%	0.65	-0.14	0.27	-1.2	4%	-3%	3%	-3.8%	2%
CC1=C(C(=O)NC2CCC(C)CC2)C2(CCC(C)CC2)OC1=O (stereo unspecified)	-1%	-4%	10%	0.55	-0.19	0.49	-0.54	5%	9%	0%	-3.9%	2%
CN(C)C(=O)c1c(NC(=O)c2ccco2)sc2c1CCCCC2	-4%	20%	14%	-0.089	-0.26	-0.2	0.86	12%	-1%	17%	-16%	-22%
Cc1ccc(C(=O)OCC(=O)NCCC2=CCCCC2)cc1N	-2%	5%	5%	-1.2	-0.2	-0.63	0.99	0%	5%	4%	-1.5%	-6%
CCO[C@H]1OC(C(=O)Nc2ccccc2)=C[C@@H](c2ccc(C(F)(F)F)cc2)[C@@H]1CCCO	3%	-4%	26%	-0.7	-0.29	-0.17	0.07	30%	2%	0%	-6.8%	-23%
Cc1ccccc1OCC(=O)N/N=C/c1ccc([N+](=O)[O-])o1	-12%	-1%	-18%	-0.62	0.058	-0.27	1	8%	-5%	3%	-6.8%	6%

Screens (PubChem BioAssay)
